Screening data as filed in PubChem.
FLuc counter = qHTS profiling assay for firefly luciferase inhibitor/activator using purifed enzyme and Km concentrations of substrates (counterscreen for miR-21 project); Luciferin 4-monooxygenase (Photinus pyralis), P08659; purified FLuc, Km substrates, luminescence inhibition; Potency, µM (highest dose often 57.5 µM), inactives show top-dose activity change, negative = inhibition, most hits filed as inhibitors; actives 6.9% (n = 360,000); AID 588342, 2011;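 also: potency is read from the fitted curve at half-maximal effect; plate controls were vehicle for no effect and reference inhibitor for full effect; nearly all actives have a fitted effect of over 55% in size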
Target sequence (P08659 whole entry, looked up): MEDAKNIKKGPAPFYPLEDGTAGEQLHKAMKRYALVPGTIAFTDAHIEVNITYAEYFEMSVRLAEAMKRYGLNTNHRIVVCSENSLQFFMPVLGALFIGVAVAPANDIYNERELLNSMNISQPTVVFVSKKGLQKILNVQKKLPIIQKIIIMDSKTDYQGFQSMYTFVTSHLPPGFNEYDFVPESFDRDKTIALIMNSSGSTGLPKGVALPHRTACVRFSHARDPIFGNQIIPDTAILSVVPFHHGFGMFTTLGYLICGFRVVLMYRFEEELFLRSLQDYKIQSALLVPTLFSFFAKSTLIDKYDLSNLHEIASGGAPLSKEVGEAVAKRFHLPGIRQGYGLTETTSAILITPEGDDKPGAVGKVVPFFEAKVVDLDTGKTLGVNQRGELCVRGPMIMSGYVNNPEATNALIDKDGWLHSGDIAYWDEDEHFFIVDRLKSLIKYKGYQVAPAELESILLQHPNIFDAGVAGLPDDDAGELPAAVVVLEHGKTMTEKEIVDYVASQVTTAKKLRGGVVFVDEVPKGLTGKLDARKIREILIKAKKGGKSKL
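Purified P. pyralis luciferase, 10 nM final, with Km-level 10 uM D-luciferin and 10 uM ATP in 50 mM Tris acetate pH 7.5, 10 mM Mg acetate, 0.01% Tween-20, 0.05% BSA; 6-point qHTS titration about 60 µM downward; luminescence read.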
Gal4-VP16 FLuc = VP16 counterscreen qHTS for inhibitors of ROR gamma transcriptional activity; Drosophila S2 Gal4-VP16 UAS-luciferase, luminescence, 20 h; Potency, µM (doses to about 53.6 µM), for inactives: at the top dose activity, negative = inhibition, actives largely listed as inhibitors; AID 2546, 2010; actives 3.5% (n = 310,000);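 also: Gal4-VP16 expression switched on by copper sulfate through the metallothionein promoter; potency is read from the fitted curve at half-maximal effect; % is scaled to controls: 0 for no effect and ±100 for the full control effect; nearly all actives have a fitted effect of over 50% in size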
FBPA coupling cs = qHTS Assay for Inhibitors of Fructose-1,6-bisphosphate Aldolase from Giardia Lamblia: Coupling assay counterscreen. actives 0.67% (n = 290,000). coupling enzyme system counterscreen, AmpLite Red fluorescence. activity change, negative = inhibition, % at 58.2 µM, hits read low. AID 2472, 2010; in the data active = activity change below about -30%; also: % is scaled to controls: 0 for no effect and ±100 for the full control effect
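Activity here indicates interference with the coupling reaction, not aldolase inhibition. Compounds at 57.5 uM final met coupling enzymes for 10 min at RT; substrate and AmpLite Red detection followed, with a 525/598 nm fluorescence read after 20 min.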
Giardia killer = Small Molecules that selectively kill Giardia lamblia: qHTS; Giardia lamblia trophozoite viability; actives 0.15% (n = 340,000); activity change, % at 7.66 µM, hits read low; in the data active = activity change below about -80%; inconclusive = between about -30% and that limit;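 also: parasites exposed to compound for two days anaerobically before the ATP read; % is scaled to controls: 0 for no effect and ±100 for the full control effect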
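Viability, read as ATP luminescence: trophozoites at 100 cells/well, compound added, 48 hrs anaerobic at 37 deg C, then 15-30 min room-temperature development before reading.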
Tb PFK block = qHTS Assay to Find Inhibitors of T. brucei phosphofructokinase | T. brucei PFK, ADP-Glo luminescence | Potency, µM (titrated, usually from 57.5 µM), for the others: at the top dose activity, negative = inhibition, most hits filed as inhibitors | actives 0.17% (n = 330,000) | AID 485367, 2010;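 also: potency is read from the fitted curve at half-maximal effect; 0% = uninhibited 1x PFK enzyme wells and -100% = no-enzyme wells; nearly all actives have a fitted effect of over 60% in size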
Target sequence (O15648 whole entry, looked up): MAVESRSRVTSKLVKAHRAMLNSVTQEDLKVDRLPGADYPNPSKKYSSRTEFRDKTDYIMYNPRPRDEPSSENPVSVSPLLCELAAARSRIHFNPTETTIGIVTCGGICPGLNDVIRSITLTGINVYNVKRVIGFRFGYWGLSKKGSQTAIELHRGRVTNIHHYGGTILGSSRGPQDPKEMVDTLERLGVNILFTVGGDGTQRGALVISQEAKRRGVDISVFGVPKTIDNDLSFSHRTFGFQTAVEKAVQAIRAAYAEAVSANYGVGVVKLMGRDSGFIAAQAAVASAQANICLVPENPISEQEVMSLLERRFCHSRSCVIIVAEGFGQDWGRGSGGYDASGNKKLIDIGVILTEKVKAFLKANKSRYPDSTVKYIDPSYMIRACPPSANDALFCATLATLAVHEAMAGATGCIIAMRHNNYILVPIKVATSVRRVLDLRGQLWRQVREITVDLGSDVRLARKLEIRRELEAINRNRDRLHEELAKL
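Compounds were pin-transferred as a titration series up to 57 uM into substrate buffer (0.5 mM F6P, 0.1 mM ATP, pH 8.0), then 1.25 nM PFK was added and reactions ran 45 min before ADP-Glo detection.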
Rab9 prom act = qHTS Assay for Rab9 Promoter Activators | Potency, µM (titrated, usually from 9.22 µM), for inactives: at the highest dose activation, negative = inhibition, most hits filed as activators | AID 485297, 2010 | Huh7 Rab9 promoter-luciferase reporter, luminescence, 24 h | actives 2.8% (n = 320,000); also: potency is read from the fitted curve at half-maximal effect; % of control where 0% means no effect; nearly all actives have a fitted effect of over 60% in size
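Cells were plated at 1500 per well in reduced-serum medium with 10% FBS and left 2 h. Compound in DMSO was then added for 24 h at 37 °C. Reporter signal was read by luminescence after 10 min with luciferase detection reagent.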
NPC1 prom act = qHTS Assay for NPC1 Promoter Activators; Huh7 NPC1 promoter luciferase reporter, 24 h; Potency, µM (doses to about 9.22 µM), for inactives: at the highest dose activation, usual class: activators; actives 2.4% (n = 320,000); AID 485313, 2010;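 also: potency is read from the fitted curve at half-maximal effect; % of control where 0% means no effect; nearly all actives have a fitted effect of over 60% in size; reporter is driven by a mutant NPC1 promoter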
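Huh7 cells stably carrying NPC1 promoter–luciferase, plated in Opti-MEM with 10% FBS for 2 h, were exposed to compound in DMSO for 24 h at 37 °C; luciferase reagent was added for 10 min and luminescence read.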
KCNH2 3.1 block = qHTS for Inhibitors of KCHN2 3.1: Mutant qHTS; Potassium voltage-gated channel subfamily H member 2, brain isoform KCNH2 3.1 (human); U2OS KCNH2 3.1, thallium flux FluxOr; hits give low values; activity change, % (tested at about 1.8 µM); actives 0.95% (n = 340,000);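 active = maximum activity change below -70%; inconclusive = maximum activity change from -70% to -50%; inactive = maximum activity change above -50%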;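 also: thallium influx rate constant from kinetic fluorescence after stimulation buffer; % is scaled to controls: 0 for no effect and ±100 for the full control effect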
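FluxOr-based Tl+ influx in U2OS cells transduced with KCNH2 3.1 virus; rate constants normalized to DMSO controls.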
ELG1 genotoxic = qHTS screen for small molecules that induce genotoxicity in human embryonic kidney (HEK293T) cells expressing luciferase-tagged ELG1 | actives 1.3% (n = 330,000) | Potency, µM (series often up to 46 µM), for inactives: at the top dose activity change, positive = activation, most hits filed as activators | AID 504466, 2011 | HEK293T ELG1-luciferase reporter, luminescence, 16 h; also: potency is read from the fitted curve at half-maximal effect; % of control where 0% means no effect; nearly all actives have a fitted effect of over 60% in size
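DMSO vehicle served as control against compound-treated ELG1-luciferase HEK293T cells; exposure lasted 16 hr at 37 °C and 5% CO2, followed by ONE-Glo luminescence detection after 30 min.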
uPA surface inh = qHTS for Inhibitors of Cell Surface uPA Generation; cell surface uPA generation assay, qHTS; Potency, µM (top dose mostly 38.3 µM), for inactives: top-dose activity change, negative = inhibition, usual class: inhibitors; actives 0.31% (n = 330,000); active = well fitted inhibition curve with a large enough effect; inconclusive = small, poorly fitted or top-dose-only effect; inactive = no such curve, though single readings can be large or run the other way; tested in mouse RAW 264.7 cells; also: potency is read from the fitted curve at half-maximal effect; % is scaled to controls: 0 for no effect and ±100 for the full control effect; nearly all actives have a fitted effect of over 55% in size
RORgamma inh = qHTS for inhibitors of ROR gamma transcriptional activity; actives 5.4% (n = 310,000); Nuclear receptor ROR-gamma (Mus musculus), P51450; Drosophila S2 Gal4-RORgamma UAS-luciferase reporter, 20 h; Potency, µM (doses to about 53.6 µM), for inactives: at the highest dose activity change, negative = inhibition, actives largely listed as inhibitors; also: potency is read from the fitted curve at half-maximal effect; % is scaled to controls: 0 for no effect and ±100 for the full control effect; nearly all actives have a fitted effect of over 60% in size
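Drosophila S2 cells stably expressing Gal4-DBD/mouse RORγ fusion under metallothionein promoter plus UAS-luciferase; compound 1 h, then 700 uM CuSO4 induction for 20 h at ambient temperature; inhibition read as reduced luminescence.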
The depositor's hits bear a star; ? = inconclusive; . = no result given; & = joins results of further samples. Unless noted, calls follow the shape of the dose curve; as a rule, active = well fitted curve in the direction sought with a large enough effect; inconclusive = small, poorly fitted or top-dose-only effect, or another doubt; inactive = no such curve, though single readings can be large; an effect the other way counts as inactive or inconclusive.

canonical_smiles | FLuc counter | Gal4-VP16 FLuc | FBPA coupling cs | Giardia killer | Tb PFK block | Rab9 prom act | NPC1 prom act | KCNH2 3.1 block | ELG1 genotoxic | uPA surface inh | RORgamma inh
Cc1ccc(N2C(=O)C3C(C2=O)C2C=CC3C23CC3)c([N+](=O)[O-])c1 (centres undefined) | ? | 9% | 1 | -1 | -3% | 12% | -18% | -3 | 0% | -6% | 0%
CC(=O)c1cc2c(cc1NC(=O)CN(C)S(=O)(=O)c1cccs1)OCO2 | . | . | . | -4 | 3% | . | . | -9 | 1% | 4% | .
NC(=O)C1CCN(C(=O)c2cc3ccccn3n2)CC1 | -2% | 11% | 3 | 13 | 0% | -4% | 1% | 3 | 1% | 0% | -15%
CCCNC(=O)N1CCN(c2ncccn2)CC1 | 7% | -1% | 2 | 18 | 5% | 0% | -6% | -5 | 1% | 1% | -29%
Cc1ccc(NC(=O)CN(C)C2CCCCC2)cc1Cl | -10% | -5% | 0 | 5 | 0% | 3% | 5% | -6 | -6% | -2% | 23%
COc1cccc(CSCC(=O)NCCc2ccccc2)c1OC | 0% | 21% | 1 | -5 | -1% | -6% | -3% | 0 | 0% | -1% | 1%
CCCCNC(=O)CSc1nc2n[nH]c(C)c2c(=N)n1-c1cccc(Cl)c1C | 2%&2% | ? | -1 | -8 | 5% | -3% | 0% | -75* | 6% | . | ?
Cc1cc(C)n2c(SCC(=O)NCc3ccc4c(c3)OCO4)nnc2n1 | -7% | -7% | -1 | -8 | -17% | 0% | -2% | 11 | 0% | 6% | -15%
COc1ccc(Nc2nc(C(=O)N3CCc4ccccc4C3)cs2)cc1 | -7% | 0% | 0 | 12 | 0% | -3% | 5% | -1 | 0% | -1% | 35%
O=C(c1ccccc1)N1CCN=C1c1ccccc1 | 2% | -4% | -1 | -7 | -1% | -7% | -2% | 5 | 1% | 2% | 17%
Cc1cc2nc(SC(C)C(=O)O)[nH]c2cc1C (centres undefined) | 21µM* | -6% | 5 | -3 | -1% | 0% | -1% | 1 | 0% | -1% | 0%
CC(C(=O)Nc1ccc(C(=O)O)c(O)c1)N1C(=O)/C(=C\c2ccco2)SC1=S (centres undefined) | ? | -8% | . | -5 | ? | 11% | -1% | 5 | 0% | 11% | -8%
COC(=O)C1C(=O)c2c([nH]c(C(=O)OC3CCCC3)c2C)CC1C (centres undefined) | 2.4µM* | 4% | -1 | -20 | . | . | . | -13 | . | -12% | 33%
Cc1nc2scc(C)n2c(=O)c1S(=O)(=O)N1CCN(c2ccccc2F)CC1 | 2% | -6% | 0 | 0 | -3% | -4% | -3% | -5 | -3% | -11% | 12%
O=C1/C(=C/c2cccnc2)SC(=S)N1c1ccc(O)cc1 | 0% | 0% | 0 | -13 | 2% | 15% | -6% | -2 | 4% | 1% | 0%
CN(C(=O)c1cccc(OC2CCN(S(=O)(=O)N(C)C)CC2)c1)C1CCOC1 (centres undefined) | -17% | ? | 0 | -4 | 0% | 0% | 10% | -7 | 6% | 8% | 10%
CC12CCC(C(=O)N(CCCCN3CCN(c4ccccn4)CC3)C1=O)C2(C)C (centres undefined) | -1% | -6% | 1 | -10 | 4% | -3% | 0% | 9 | -10% | 0% | -3%
O=C(O)c1cc(S(=O)(=O)N(Cc2ccccc2)c2ccc(Cl)cc2)ccc1Cl | 5% | 12% | 27 | -9 | -2% | -9% | -1% | -25 | 1% | -16% | -1%
CCCN(C(=O)/C=C/c1nc2ccccc2s1)C1CCS(=O)(=O)C1 (centres undefined) | -7% | . | . | 3 | 12% | 1% | 1% | -3 | 0% | -2% | .
O=C(N/N=C/c1ccc(OC(=O)c2ccccc2)cc1)c1cccc(O)c1 | -9% | -7% | 1 | 0 | -1% | -1% | -1% | 16 | 9% | -2% | 39%
O=C(Cc1ccc([N+](=O)[O-])cc1)Nc1nnc(C2CC2)s1 | -2% | -2% | 2 | 14 | -1% | -1% | -1% | -12 | -2% | -5% | 1%
Cc1nnc(-c2cnn(C)c2N)n1Cc1ccccc1F | 0% | -6% | -1 | 9 | 2% | -2% | -2% | -16 | 3% | -3% | -6%
C/C(=N\Nc1ccc(Cl)c(C(=O)O)c1)c1ccc(N2CCOCC2)cc1 | 24µM* | 5% | -1 | 24 | 0% | ? | 27% | -3 | ? | 0% | 9%
Cc1cc(C)cc(NC(=O)COC(=O)c2ccc(CN3CCCC3=O)cc2)c1 | 1% | . | . | 7 | 0% | -1% | 0% | 10 | 3% | 3% | .
Cc1c(C(=O)N(C)Cc2cccc(F)c2)oc2c(Cl)cccc12 | -1% | 1% | 0 | -7 | 0% | -6% | -6% | 0 | 0% | 4% | -10%
CCOC(=O)Cc1csc(NC(=O)c2ccc3c(c2)OCO3)n1 | 12µM* | 10% | 0 | 21 | -14% | 0% | 0% | 1 | 2% | -1% | 1%
CC(=O)Nc1ccc2c(c1)nc(CCNC(=O)c1ccco1)n2C | -2% | 12% | -1 | -1 | 3% | 1% | 1% | -9 | 0% | -1% | -8%
COc1ccccc1NC(=O)CN(Cc1ccco1)C(=O)c1ccc(-n2nc(C)cc2C)cc1 | 2% | -12% | -2 | -4 | -5% | 2% | -1% | 15 | -4% | . | 43%
Cc1ccc(OCC(=O)NCCCNC(=O)COc2ccc(C)cc2)cc1 | 3% | . | -1 | -16 | 0% | 8% | -1% | -10 | 0% | 4% | .
Cc1ccc(NC(=O)Cc2nc(-c3c[nH]c(C(=O)N4CCCC4)c3)cs2)c(C)c1 | -3% | . | . | 5 | -10% | -4% | 2% | -19 | -6% | 0% | .
O=C(COc1ccc2ccc(=O)oc2c1)Nc1nccs1 | 15µM* | -4% | 2 | -15 | 1% | 2.8µM* | 2.2µM* | -22 | ? | -22% | 0%
Cc1ccc(N=C2NC(=O)/C(=C/C=C/c3ccco3)S2)cc1 | ? | -3% | -1 | 2 | -20% | -2% | 2% | . | 9% | -1% | -36%
COc1ccccc1N1C(=O)CCC1(C#N)c1ccccc1 (centres undefined) | 3% | 8% | -1 | 10 | . | . | . | 7 | . | -1% | 10%
O=c1[nH]cc(-c2ccc(Br)cc2)n1Cc1ccccc1 | -2% | -1% | 0 | 9 | 0% | -1% | 1% | 16 | 2% | 5% | -7%
CSc1ccc(/C=N/n2c(Cc3ccc(Br)cc3)n[nH]c2=S)cc1 | ? | -1% | -2 | 6 | -14% | -2% | -3% | -15 | 1% | -3% | ?
Cc1nc(COc2cc3oc(=O)cc(C)c3cc2Cl)cs1 | -3% | -6% | -2 | 3 | -2% | 30% | 6% | 23 | 13% | 0% | 0%
COc1cccc(NC(=O)CC2COc3ccccc3O2)c1 (centres undefined) | -13% | -5% | 3 | -7 | 2% | 9% | 10% | 8 | 18% | 4% | ?
CCN(CC)c1nc(C)nc2c1sc(=S)n2C | 0% | 21% | 5 | -7 | 2% | 1% | 0% | -3 | -8% | 7% | -23%
O=C(COC(=O)C1CCC1)Nc1cccc(Cl)c1 | -17% | . | . | 9 | -7% | -5% | -5% | 11 | 0% | 7% | .

Given as labelled records: entries from further up.
COc1cccc(NC(=O)CC2COc3ccccc3O2)c1 (centres undefined)
  FLuc counter: -13%
  Gal4-VP16 FLuc: -5%
  FBPA coupling cs: 3
  Giardia killer: -7
  Tb PFK block: 2%
  Rab9 prom act: 9%
  NPC1 prom act: 10%
  KCNH2 3.1 block: 8
  ELG1 genotoxic: 18%
  uPA surface inh: 4%
  RORgamma inh: ?
CCN(CC)c1nc(C)nc2c1sc(=S)n2C
  FLuc counter: 0%
  Gal4-VP16 FLuc: 21%
  FBPA coupling cs: 5
  Giardia killer: -7
  Tb PFK block: 2%
  Rab9 prom act: 1%
  NPC1 prom act: 0%
  KCNH2 3.1 block: -3
  ELG1 genotoxic: -8%
  uPA surface inh: 7%
  RORgamma inh: -23%
O=C(COC(=O)C1CCC1)Nc1cccc(Cl)c1
  FLuc counter: -17%
  Gal4-VP16 FLuc: .
  FBPA coupling cs: .
  Giardia killer: 9
  Tb PFK block: -7%
  Rab9 prom act: -5%
  NPC1 prom act: -5%
  KCNH2 3.1 block: 11
  ELG1 genotoxic: 0%
  uPA surface inh: 7%
  RORgamma inh: .
